Bioassay records deposited in PubChem BioAssay by several laboratories.
CendR NRP1 mod: modulators of CendR peptide binding to NRP-1, primary screen, biochemical, fluorescence polarization, uHTS; Neuropilin-1 (Homo sapiens), O14786; FAM-RPARPAR peptide binding to NRP-1; inhibition, % at 25 µM; hit rate 0.85% among 360,000;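 active = inhibition or corrected inhibition above about 18%, plus a signal ratio from 0.5 to 1.5, limit read from the data, passing the limit was not always enough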; also: strong numbers were not always called active
Target sequence (O14786 whole entry, looked up): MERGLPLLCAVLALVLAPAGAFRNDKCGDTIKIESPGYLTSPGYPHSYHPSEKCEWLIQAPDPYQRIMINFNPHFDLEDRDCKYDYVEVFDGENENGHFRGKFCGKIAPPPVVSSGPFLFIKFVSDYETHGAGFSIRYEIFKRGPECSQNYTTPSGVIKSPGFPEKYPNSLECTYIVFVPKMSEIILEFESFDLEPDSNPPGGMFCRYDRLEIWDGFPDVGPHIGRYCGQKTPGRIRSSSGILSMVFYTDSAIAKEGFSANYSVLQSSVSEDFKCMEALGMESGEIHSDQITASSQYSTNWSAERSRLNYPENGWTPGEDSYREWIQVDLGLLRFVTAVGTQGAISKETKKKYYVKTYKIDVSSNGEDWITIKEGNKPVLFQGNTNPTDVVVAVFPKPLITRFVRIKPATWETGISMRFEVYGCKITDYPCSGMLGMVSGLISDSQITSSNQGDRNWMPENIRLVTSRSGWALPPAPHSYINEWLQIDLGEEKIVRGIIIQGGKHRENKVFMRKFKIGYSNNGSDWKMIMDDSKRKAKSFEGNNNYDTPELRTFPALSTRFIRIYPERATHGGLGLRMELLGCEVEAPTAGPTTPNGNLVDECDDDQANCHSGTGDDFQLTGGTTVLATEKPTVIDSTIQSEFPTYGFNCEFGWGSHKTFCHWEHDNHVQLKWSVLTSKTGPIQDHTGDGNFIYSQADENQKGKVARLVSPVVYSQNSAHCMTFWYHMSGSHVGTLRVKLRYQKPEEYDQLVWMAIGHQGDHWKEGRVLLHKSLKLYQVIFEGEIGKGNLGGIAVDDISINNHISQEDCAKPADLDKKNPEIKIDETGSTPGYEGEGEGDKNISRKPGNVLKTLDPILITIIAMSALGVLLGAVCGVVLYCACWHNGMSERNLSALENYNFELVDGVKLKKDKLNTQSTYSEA
E coli Lon inh: inhibitors of E. coli Lon protease, primary screen, biochemical, fluorescence polarization; P0A9M0; purified E. coli Lon protease; inhibition, % at 7.94 µM; hit rate 0.42% among 360,000; AID 602123, 2011; in the data active = inhibition above about 13%, passing the limit was not always enough;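 also: 0% = enzyme with probe and DMSO and 100% = no enzyme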
MsrA inhibitor: bovine MsrA enzyme inhibitors, primary screen, biochemical, absorbance, HTS; Methionine sulfoxide reductase A (Bos taurus); purified bovine MsrA, absorbance read-out; inhibition, % at 15.5 µM; hit rate 0.75% among 360,000; AID 651718, 2012; in the data active = inhibition above about 4.5%;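 also: 0% = vehicle wells with enzyme and 100% = reference inhibitor wells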
MT1-MMP act inh: blockers of MT1-MMP proenzyme processing, primary screen, HT1080 RFP-PRO-GFP cells, GFP/RFP fluorescence; GFP/RFP ratio change, % at 20 µM; GFP/RFP ratio fluorescence, overnight; percent of plate control window, DMSO zero; AID 651647, 2012; hit rate 0.061% among 360,000;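 active = GFP/RFP ratio change of at least 30% with cell ATP level not reduced by more than half and red fluorescence within 50% of control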; also: strong numbers were not always called active
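Material – HT1080 RFP-PRO-GFP cells · Control set – DMSO wells and RFP-L50D-GFP cells · Incubation – overnight cell settling, then overnight compound exposure, 37 °C, 5% CO2 · Compound dosing – single-point 20 µM compound, 1% DMSO · Read-out – GFP/RFP fluorescence ratio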
FAS TE block: FAS thioesterase domain inhibitors, primary screen, biochemical, fluorescence intensity, uHTS. Fatty acid synthase (Homo sapiens), P49327. recombinant FAS-TE, OMFH fluorogenic substrate, fluorescence endpoint. inhibition, % at 15 µM. hit rate 0.67% among 360,000;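 active = compounds whose normalised, plate-corrected inhibition of enzyme fluorescence in the single-dose primary screen is 50% or more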;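 also: 0% = DMSO with enzyme and 100% = substrate without enzyme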
TbMetRS inhib: T. brucei MetRS inhibitors, primary screen, biochemical, luminescence. purified T. brucei MetRS, ATP depletion, Kinase-Glo luminescence. inhibition, % at 11.9 µM. hit rate 0.4% among 360,000;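 active = inhibition above a per-plate cutoff of the control wells' mean inhibition plus 3 SD, cut at about 5.5% in these data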;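 also: 0% = DMSO wells median and 100% = median of wells with control inhibitor compound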
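assay system = parasite MetRS enzyme | timing = 15 min preincubation, 2 h reaction, all 25 °C | evaluation = percent inhibition relative to median high and low control wells | medium = HEPES buffer containing pyrophosphatase, BSA, spermine, DTT | compound = single dose, 11.9 µM final nominal, 0.9% final DMSO | detection = Kinase-Glo luminescence, ATP depletion format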
MsrA act: bovine MsrA enzyme activators, primary screen, biochemical, absorbance, HTS; activation, % at 10.6 µM; hit rate 0.3% among 360,000; Methionine sulfoxide reductase A (Bos taurus); purified bovine MsrA, absorbance read-out; in the data active = activation above about 7.5%;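 also: 0% = vehicle and 100% = reference activator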
SKN-1 block: suppressors of acrylamide-induced Pgst-4::GFP reporter in worms, primary screen, SKN-1 inhibitor project, whole organism, uHTS, GFP/RFP fluorescence ratio, strain VP596 | AID 624304, 2012 | inhibition, % at 21.8 µM | hit rate 0.49% among 360,000 | C. elegans VP596 Pgst-4::GFP/RFP ratio, 24 h;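 active = interference check ratio from 0.5 to 1.5 plus GFP to RFP signal ratio inhibition reaching or exceeding a fixed threshold, cut at about 30% in these data, passing the limit was not always enough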; also: some compounds called inactive have numbers as strong as hits
MLLE-PAM2 inh: inhibitors of PABP1 MLLE–PAM2 peptide binding, primary screen, biochemical, fluorescence polarization, FITC-PAM2, GST-MLLE; Polyadenylate-binding protein 1 (Homo sapiens), P11940; inhibition, % at 20 µM; hit rate 0.36% among 360,000; in the data active = inhibition above about 35%, passing the limit was not always enough;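 also: plate controls were DMSO wells with GST-MLLE for no effect and wells lacking GST-MLLE protein for full effect; some results filed as inactive read as strong as hits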
Active calls of the source: *; x = no result given.

Each structure is followed by: CendR NRP1 mod, E coli Lon inh, MsrA inhibitor, MT1-MMP act inh, FAS TE block, TbMetRS inhib, MsrA act, SKN-1 block, MLLE-PAM2 inh
1) COc1ccc(CN=C2NC(=O)CC(C(=O)Nc3cc(C)cc(C)c3)S2)cc1 (stereo not drawn)
→ 8, -7, 0.7, 3, -5, -0.2, -5, -1, 0
2) Cc1ccsc1/C=N/NC(=O)c1ccc(-n2cccc2)cc1
→ -3, -5, 4.2, 8, -5, -0.8, -9, 5, -4
3) CC1(C)CNC(=S)N1Cc1ccccc1
→ -8, -3, 1.6, 0, -8, -0.1, -1, 1, -112
4) C/C(=N\Nc1nccnc1Cl)c1ccc(F)cc1
→ 5, 6, 0.5, 1, -1, -1.5, -1, 7, 18
5) O=C(NCCc1ccc(Cl)cc1)C(=O)c1c[nH]c2ccccc12
→ -5, -4, -0.2, -2, -1, 1.9, -3, 0, 2
6) O=C(Nc1cc(S(=O)(=O)N2CCCCC2)ccc1N1CCOCC1)c1ccc(C(F)(F)F)cc1
→ -4, 0, -0.4, 1, 39, -0.4, -1, -2, 19
7) Cc1cccc(NC(=O)CCc2c(C)nc3ncnn3c2C)n1
→ -4, 6, -1.3, 2, -8, -0.3, -4, -5, 7
8) O=C(CCSc1ccccc1)NC(=O)COC(=O)c1ccc(OC(F)F)cc1
→ -1, 6, 2.3, 10, 8, -0.6, -2, -12, -9
9) O=C(c1nc2ccc(Cl)cn2c1CN1CCC(O)CC1)N1CCc2ccccc2C1
→ -9, 0, -0.5, -4, -4, -0.6, -7, 0, 4
10) CCN1CCN(CCC2Oc3cc([N+](=O)[O-])ccc3NC2=O)CC1 (stereo not drawn)
→ 2, -1, 4.0, -1, 6, 0.3, -4, 1, -6
11) Cc1ccc(NC(=O)CC(NCC2CCCO2)C(=O)O)cc1C (stereo not drawn)
→ -2, 2, 1.2, 4, -8, 0.5, -2, 8, 10
12) Cc1ccc(S(=O)(=O)NCCS(=O)(=O)N2CCN(c3ccccc3)CC2)cc1
→ 5, -1, -0.2, x, 6, -0.8, -11, 0, -5
13) COCC(C)NC(=O)c1nn(Cc2ccccc2)c(=O)c2ccccc12 (stereo not drawn)
→ 14, 1, -0.3, 0, -1, -0.1, -2, 2, 3
14) Oc1ccccc1C1=NN(c2ccccc2)C(c2ccc(F)cc2)C1 (stereo not drawn)
→ -4, 1, 0.3, 0, 23, -0.9, 0, 1, 9
15) Cn1c(SCC(=O)N2c3ccccc3Sc3ccccc32)nc2ccccc21
→ -7, 7, -0.1, 0, 29, -1.1, -8, 10, -41
16) COC(=O)c1sc(N)c(C(=O)OC)c1COC(=O)CNS(=O)(=O)c1cccc(C#N)c1
→ -20, -17, 1.5, -5, -5, -0.4, -1, 6, -28
17) C=CCNc1nnc(SC2CC(=O)N(c3ccc(OCCC)cc3)C2=O)s1 (stereo not drawn)
→ 13, -4, -0.4, 4, 1, -0.9, -8, -13, 32
18) CCCn1nc(C(=O)Nc2nnc(C3CC3)s2)c2ccccc2c1=O
→ -7, 1, 0.9, 8, -4, -0.6, -5, 7, -7
19) CCC(=O)Nc1cc(OC)c(NC(=O)c2ccccc2)cc1OC
→ -3, -7, 2.7, 8, -3, 0.2, -3, 0, -7
20) CC(=O)OCC(=O)[C@@]1(O)CC[C@H]2[C@@H]3CCC4=CC(=O)CC[C@]4(C)[C@H]3C(=O)C[C@@]21C
→ -2, -8, -0.8, 3, -3, 0.0, 0, 97, -4

Going on with the list.
Each structure is followed by: CendR NRP1 mod, E coli Lon inh, MsrA inhibitor, MT1-MMP act inh, FAS TE block, TbMetRS inhib, MsrA act, SKN-1 block, MLLE-PAM2 inh
21) CCn1c(SCC(=O)Nc2ncc(C(F)(F)F)cc2Cl)nnc1-c1ccccc1
→ -2, -8, 2.8, -3, 70*, -0.1, -1, -1, -2
22) Cc1nn(C(C)C(=O)Nc2ccccc2Cl)c(=O)c2nn(-c3ccccc3)c(C)c12 (stereo not drawn)
→ -2, 1, -0.2, -2, 1, -0.5, -3, 2, 9
23) O=C(Nc1ccc(Cl)cc1)C1=Cc2cc(Cl)ccc2OC1
→ 10, 4, 1.0, 2, 29, 0.7, 1, 13, 3
24) CC1=CC(C)(C)NC(=S)N1C(C)c1ccccc1 (stereo not drawn)
→ -1, -2, -0.3, 3, 2, -0.1, -3, 4, -6
25) N#Cc1c(-c2ccccc2F)cc(-c2cccnc2)nc1N
→ -4, 4, 0.7, 3, 0, 0.1, -3, -5, 5
26) O=C(O)c1ccccc1-n1c(-c2ccccc2)cc2c1CCCC2=O
→ 1, -8, -0.3, 0, -4, 0.9, -1, 1, 6
27) Cc1ccc(NC(=O)c2ncn(CCCNCc3ccccn3)n2)cc1C
→ -4, 2, -1.0, -2, -8, -0.5, -12, 8, 16
28) COc1cccc(C2CC(c3ccccc3Cl)n3ncnc3N2)c1 (stereo not drawn)
→ 30*, -7, -0.3, 2, 1, -0.4, -1, 11, 1
29) CCS(=O)(=O)N1CCN(C(=O)C(c2ccccc2)c2ccccc2)CC1
→ 1, -4, -0.8, 1, 1, -0.2, 1, 0, 3
30) CCOC(=O)/C(C#N)=C\c1ccco1
→ -2, -4, 3.3, -7, -8, -0.3, 0, 1, 4
31) Cc1nc2scc(-c3cccs3)c2c(=O)n1CC(=O)O
→ -2, 0, 0.8, 1, -4, -0.3, -2, -6, 7
32) CCN1C(=O)[C@H]2[C@@H](c3ccc(C(F)(F)F)cc3)N[C@]3(CCCN(Cc4ccc(OC)cc4)C3=O)[C@H]2C1=O
→ 7, -3, -0.5, 2, -2, 0.4, -2, -10, -2
33) CCOC(=O)CN1NC2(CCCC(C)C2)NC1=S (stereo not drawn)
→ 11, -4, 1.0, -1, -6, 1.0, -3, -12, 7
34) O=C(Cc1cccs1)Nc1nnc(SCc2ccc(C(F)(F)F)cc2)s1
→ -6, -6, -1.0, 2, -8, -0.1, -4, 10, -12
35) CSCCC(C(=O)Nc1c(C)cccc1C)N(C)CCc1ccccc1 (stereo not drawn)
→ 2, -3, -0.9, 0, -3, 0.1, 1, 0, 6
36) CC(=O)[C@@H]1[C@@H]2C(=O)N(Cc3ccccc3)C(=O)[C@@H]2C2c3ccccc3C=CN21 (stereo partly drawn)
→ -7, 8, -0.9, -54, -2, 0.6, -3, -1, 53
37) C=C(C)CSc1nnc(CCNC(=O)OC(C)(C)C)o1
→ 0, 6, x, x, -4, -1.6, -13, -3, -32
38) O=[N+]([O-])c1cccc(C2(O)COc3ccccc3O2)c1 (stereo not drawn)
→ 7, 5, -0.6, 5, 0, -1.6, -9, 2, 5
39) COc1ccc([N+](=O)[O-])cc1NS(=O)(=O)c1ccc(C)cc1
→ 4, -4, 0.6, -1, 19, 0.8, -7, -8, 1
40) COCCNC(=O)c1cc(-c2ccncc2)nc2ccc(S(=O)(=O)N3CCOCC3)cc12
→ -1, 3, -0.7, -2, -5, -0.4, -7, -5, 0

Continuation:
Each structure is followed by: CendR NRP1 mod, E coli Lon inh, MsrA inhibitor, MT1-MMP act inh, FAS TE block, TbMetRS inhib, MsrA act, SKN-1 block, MLLE-PAM2 inh
41) O=C(Nc1ccc(S(=O)(=O)Nc2ccnn2-c2ccccc2)cc1)C(F)(F)F
→ 5, 7, 0.1, -1, 0, -0.8, -3, 14, -5
42) Cc1ccccc1C(=O)NCC(=O)N1CCN(C/C=C/c2ccccc2)CC1
→ -9, -7, 0.9, -2, -1, -0.3, -2, -7, 3
43) CC(=O)Nc1ccc(S(=O)(=O)N2C(C)CCCC2C)cc1 (stereo not drawn)
→ -2, -1, 2.4, 2, 1, 1.3, -3, 14, 6
44) O=C(CN1CCCCC1)Nc1ccccc1Cl
→ 1, 3, 0.6, -3, -1, 0.1, -2, 1, 5
45) COc1ccc(-c2ocnc2C(=O)Nc2ccccc2N2CCCCC2)cc1
→ 9, 5, 0.2, -4, 26, -0.3, -2, -9, 0
46) CN(C(=O)c1ccc(Br)o1)C1CCCCC1
→ -7, 1, 0.4, 0, -1, -0.2, -1, 7, -1
47) Nc1nc(SCC(=O)OCc2ccccc2)[nH]c(=O)c1NC(=O)c1ccco1
→ 6, 7, 0.6, 0, -1, 0.2, -1, 4, 4
48) CC(=O)Nc1ccc(C(=O)N2CCN(C(=O)c3ccco3)CC2)cc1
→ -10, -7, -0.4, -3, -5, -0.5, 0, 2, -2
49) CCCCOCCCNC(=O)C[C@@H]1C[C@@]2(C(=O)OCC)CCCC=C2N(Cc2cccc3ccccc23)C1=O
→ 20, 3, -0.5, 1, 14, -0.1, -2, 26, x
50) COc1ccc(N2C(=O)CC(N(CCc3ccccc3)C(=O)c3ccccc3)C2=O)cc1 (stereo not drawn)
→ 12, 5, -1.1, 2, 7, -0.1, -2, -2, 13
51) Cc1ccc(NC(=O)C(=O)N2CCCC2)cc1Cl
→ 3, -4, -0.8, 0, -4, -0.2, -2, 19, 5
52) COc1ccc(/C=N/Nc2nncn2N)cc1Br
→ 8, -3, 0.0, 1, -8, 1.1, 25*, -7, -15
53) Cc1cccc(Oc2coc3cc(OC(=O)c4cncc(Br)c4)ccc3c2=O)c1
→ 9, -12, -0.1, -3, -5, -0.1, -2, -7, -2
54) Cc1nc(Cl)c2c(n1)NC(=O)CO2
→ 4, 17, -0.6, 2, -4, 0.3, 1, 15, 16
55) CC1CC(=O)Nc2ccccc2N1S(=O)(=O)c1ccc(Br)cc1 (stereo not drawn)
→ -2, 2, 0.0, 3, -5, -0.1, -2, 0, 2
56) O=C(Cn1c(=O)n(CC(=O)N2CCCCC2)c(=O)c2sccc21)NCc1ccccc1
→ 6, -5, -0.5, -3, -3, -0.1, -2, 15, 12
57) COc1ccc(C)cc1NC(=O)NNC(=O)C(C)Oc1ccc(F)cc1Cl (stereo not drawn)
→ 8, 1, -1.1, 0, 1, -0.2, -2, 2, 3
58) O=C(O)c1ccc(C=NNC(=O)c2ccccc2NS(=O)(=O)c2cccs2)cc1
→ -5, -9, 2.0, -1, -9, 0.0, -3, -9, 8
59) CCCn1nc(NC(=O)C(C)(C)C)c2cc3cc(OC)ccc3nc21
→ -7, -8, -0.4, -1, 6, -0.7, -8, 3, 6
